TAAR1 antagonist: antagonists of human TAAR1. CHO RD-HGA16 TAAR1, Fluo-8 calcium fluorescence, antagonist. inhibition, % at 3 µM. 360,000 tested, 1.5% active. AID 624466;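 active means inhibition above a per-plate cutoff, the mean inhibition of test compounds on that plate plus 3 SD, cut at about 49% in these data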;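 further: 0% = DMSO plus EC80 beta-PEA response and 100% = DMSO alone without agonist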
Target sequence (Q96RJ0 whole entry, looked up): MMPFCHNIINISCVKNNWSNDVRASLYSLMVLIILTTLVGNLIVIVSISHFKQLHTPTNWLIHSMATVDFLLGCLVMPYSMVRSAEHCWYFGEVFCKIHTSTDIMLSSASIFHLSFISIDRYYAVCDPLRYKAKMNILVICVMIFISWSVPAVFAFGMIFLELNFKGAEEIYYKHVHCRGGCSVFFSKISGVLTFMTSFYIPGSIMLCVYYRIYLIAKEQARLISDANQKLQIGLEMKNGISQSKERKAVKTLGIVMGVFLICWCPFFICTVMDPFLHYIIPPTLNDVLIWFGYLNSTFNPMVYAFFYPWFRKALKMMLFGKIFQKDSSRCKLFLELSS
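Assay system: CHO-derived RD-HGA16 cells stably expressing human TAAR1 plus Gα16. Timing: 140 s kinetic read after compound, 140 s after agonist. Technique: kinetic Fluo-8 calcium fluorescence measurement. Measure: % inhibition of agonist calcium response.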
CHO-K1 Ca PAM: counter-screen for M1 PAMs: effect in parental CHO-K1 cells; activation, % at 3 µM; 360,000 tested, 0.02% active; ATP EC20, Fluo-8 calcium fluorescence; 0% at ATP EC20, 100% at ATP max;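 active means activation above the run cutoff, the mean activation of all test compounds plus 3 SD, cut at about 40% in these data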;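 further: peak over basal fluorescence ratio in a 140 s read after ATP addition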
TAAR1 ag: agonists of human TAAR1 | Q96RJ0 | CHO RD-HGA16 TAAR1, Fluo-8 calcium fluorescence; vehicle wells 0%, saturating PEA agonist 100% | activation, % at 3 µM | 360,000 tested, 0.99% active | AID 624467;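 active means activation above the mean activation of all test compounds in the run plus 3 SD, cut at about 38% in these data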
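Test system: RD-HGA16 (CHO) cells co-expressing Gα16 and hTAAR1; dosing: one-point dosing at 3 µM (nominal); timing: 17-24 h seeding, 75 min 37 °C dye, 30 min RT; signal: kinetic Fluo-8 calcium fluorescence; read-out basis: % activation relative to PEA EC100 response; controls: DMSO and PEA EC100; replicates: n 1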
M1 antag: human CHRM1 antagonism. AID 588852. 360,000 tested, 1.3% active. inhibition, % at 3 µM. CHO-K1 hM1, Fluo-8 calcium fluorescence, ACh EC80 antagonist. P11229;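 active means percent inhibition above its own plate's cutoff, namely the mean of that plate's compound wells plus 3 SD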;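 further: peak over basal fluorescence ratio during 140 s after agonist addition; 0% = ACh EC80 plus DMSO and 100% = DMSO alone without agonist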
Target sequence (P11229 whole entry, looked up): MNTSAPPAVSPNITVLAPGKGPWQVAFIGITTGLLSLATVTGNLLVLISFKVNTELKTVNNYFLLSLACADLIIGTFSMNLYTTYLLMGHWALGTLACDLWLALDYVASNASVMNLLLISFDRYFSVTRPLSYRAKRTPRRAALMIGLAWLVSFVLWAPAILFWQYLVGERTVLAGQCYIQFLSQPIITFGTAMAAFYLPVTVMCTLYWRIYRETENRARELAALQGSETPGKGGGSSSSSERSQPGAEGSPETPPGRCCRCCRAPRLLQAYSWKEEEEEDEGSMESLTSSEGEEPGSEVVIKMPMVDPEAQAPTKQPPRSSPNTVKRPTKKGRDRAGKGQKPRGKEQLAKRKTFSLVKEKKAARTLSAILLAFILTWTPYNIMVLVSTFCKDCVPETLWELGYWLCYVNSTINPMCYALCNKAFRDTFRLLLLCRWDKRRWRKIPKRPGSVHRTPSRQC
M1 PAM: potentiates human M1 receptor response to acetylcholine. AID 588819. activation, % at 3 µM. P11229. 360,000 tested, 0.088% active. CHO-K1 hM1, Fluo-8 calcium fluorescence, ACh EC20; 0% = ACh EC20, 100% = maximal ACh; in the data active means activation above about 19%, passing the limit was not always enough
M1 ag: agonists of human M1 muscarinic receptor; P11229; 360,000 tested, 0.33% active; activation, % at 3 µM; CHO-K1 hM1, Fluo-8 calcium fluorescence, agonist mode; 0% DMSO, 100% acetylcholine EC100;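 active means activation above the run's mean compound activation plus 3 SD, cut at about 16% in these data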;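 further: peak over basal fluorescence ratio within a 140 s kinetic read after compound addition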
CHO-K1 Ca ag: nonselective activator or artifact in parental CHO-K1 cells; Fluo-8 calcium fluorescence; scaled to maximal ATP response, vehicle zero; activation, % at 3 µM; 360,000 tested, 0.48% active; in the data active means activation above about 15%;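 further: untransfected CHO-K1 host cells lacking M1 receptor as counterscreen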
CHO-K1 Ca antag: M1 antagonist counterscreen hit in parental CHO-K1 cells; ATP-induced calcium, Fluo-8 fluorescence; inhibition, % at 3 µM; 360,000 tested, 0.6% active; AID 602250;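 active means inhibition above a per-plate cutoff, the plate's mean sample inhibition plus 3 SD, cut at about 24% in these data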;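 further: 0% = DMSO plus EC80 ATP and 100% = DMSO alone without ATP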
CHO parental Ca: signal in parental CHO cells, OX1R antagonist counter-screen. 330,000 tested, 0.63% active. parental CHO-K1, ATP-induced calcium, Fluo-8 fluorescence. inhibition, % at 5.6 µM;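 active means inhibition above that plate's mean sample inhibition plus 3 SD, cut at about 26% in these data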;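 further: 0% = ATP-challenged DMSO wells and 100% = DMSO wells without ATP; some compounds past the cut are filed as inactive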
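Material: Parental CHO cells | Reagent: ATP | Compound dosing: Single nominal dose of 5.6 µM per compound | Detection: Intracellular calcium via Fluo-8 no-wash fluorescent dye | Read-out: % inhibition of ATP-induced calcium mobilization | Benchmarks: Low control ATP plus DMSO, high control DMSO only | Replicates: Singlicate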
Numbers without * were called inactive; · = no result given.

SMILES	TAAR1 antagonist	CHO-K1 Ca PAM	TAAR1 ag	M1 antag	M1 PAM	M1 ag	CHO-K1 Ca ag	CHO-K1 Ca antag	CHO parental Ca
C/C(=N\NC(=O)C1COc2ccccc2O1)c1ccc(C)o1 (stereo not given)	12	14	2	-8	5	-1	1.0	-8	-3
O=C(c1ccc2c(c1)OCCO2)C1CCN(C(=O)c2ccc(F)c(F)c2)CC1	6	8	4	-6	4	-6	3.8	-9	-7
CCN(CC)CC(=O)Nc1sc(C)cc1C(=O)c1ccccc1	-34	-7	3	9	2	-1	-0.7	11	-31
COc1ccc(CC(=O)NCc2cn3ccsc3n2)cc1	-7	4	1	-2	2	-4	-0.2	-9	-27
CN(Cc1c(C(=O)N/N=C/c2ccccc2)nnn1-c1nonc1N)C1CCCCC1	-3	24	0	-10	4	-2	0.8	-5	-4
COc1cc(/C=C(/C#N)c2nc3ccccc3[nH]2)ccc1OCC(=O)Nc1ccccc1C	31	17	10	-3	8	-5	2.1	-8	-19
Cc1cc(C)c(OCC(=O)OCC(=O)N2CCc3ccccc3C2)c(C)c1	-9	-8	-1	-11	10	-2	-0.4	10	-10
Cc1ccc(S(=O)(=O)NCc2cccnc2)cc1C	-10	7	2	-4	1	-2	1.6	-2	12
O=CNc1cc(-c2ccc(C(=O)NC3CC3)cc2)cn2c(-c3ccc(F)cc3)cnc12	17	7	2	2	-15	-1	2.2	-2	·
COC(=O)Nc1ccc2c(c1)ncn2C1CCCCC1	0	0	8	-7	8	-2	0.0	-2	-7
COc1ccc(C2C3=C(N=C4SCC(=O)N42)c2ccccc2CC3)cc1OC (stereo not given)	-6	6	0	-8	2	-3	0.2	-14	-2
CCOc1cc(/C=N/O)ccc1OCC(=O)Nc1cccc(C)c1	7	2	8	-4	0	-6	1.2	-5	-13
COc1ccc(C(=O)N/C(=C\c2cn(C)c3ccccc23)C(=O)NCCN2CCOCC2)cc1OC	-23	15	1	-17	14	3	0.7	-6	-15
OC(CNCC(c1ccco1)N1CCCCC1)c1ccccc1 (stereo not given)	2	11	9	-17	10	-4	0.4	-6	-15
COc1ccccc1NC(=S)NCc1ccccn1	-23	8	2	-5	8	-7	-0.4	1	4
CCCCCCCCNS(=O)(=O)CCNC1CCCCC1	-7	16	12	-20	13	1	2.5	-9	·
CC1(Cc2ccccc2OC(F)(F)F)C(=O)Nc2c(Cl)ccc(Cl)c21 (stereo not given)	25	27	2	-8	0	-3	-0.3	-26	·
Cc1cc2nc(N=C(N)N)nc(C)c2cc1C	-5	13	1	-2	6	-9	0.4	-7	·
COC(=O)c1cccc(NC(=O)CSc2ncn[nH]2)c1	1	16	-1	-14	2	-2	0.5	-6	-15
Cc1csc(=O)n1CC(=O)OCC(=O)c1c(N)n(CC(C)C)c(=O)n(C)c1=O	8	4	3	-15	1	0	0.6	1	-4
Cc1ccc(C(=O)N/C(=C/c2ccco2)C(=O)NCCc2c[nH]c3ccccc23)cc1C	13	-6	1	-5	5	-2	1.7	12	-13
Cc1ccc(N=C2NC(=O)CS2)cc1	-15	-15	0	4	6	1	-0.3	15	1
COc1ccc(N(C(=O)c2snc(C(N)=O)c2N)C(C(=O)NCc2ccccc2)c2ccc(O)cc2)cc1OC (stereo not given)	-12	-5	0	-6	5	0	-0.3	-7	·
COc1ccc(CN=CC2=C(O)CNC2=O)cc1OC	-17	7	9	-5	-1	-3	-0.1	-2	0
COc1ccc(OCC(O)COc2ccc(OC)cc2)cc1	18	20	6	-12	4	-2	2.4	-17	-6
COc1ccc(OC)c(NC(=O)c2cccnc2Sc2cc(C)ccc2C)c1	-25	27	6	-4	6	-2	0.4	-8	-23
O=C(CSc1ccc2nnc(CCNC(=O)c3ccccc3)n2n1)NC1CCCC1	-3	-9	2	6	-2	-4	0.1	17	-8
Nn1c(SCC(=O)N2CCOCC2)nnc1C1CC1	-7	5	5	-14	11	1	0.5	-17	-2
CN1CCN(NC(=O)/C=C/c2cccc([N+](=O)[O-])c2)CC1	-34	-19	8	-2	8	-5	0.9	-16	-7
C=CCC(C=C)S(=O)(=O)c1ccc(C)cc1 (stereo not given)	-1	-2	-1	0	8	-3	-0.3	7	-10
Cc1ccc(S(=O)(=O)N2CCCC(CCC(=O)NCc3ccccc3F)C2)s1 (stereo not given)	-22	17	5	-12	11	-5	2.8	-19	-24
CCOC(=O)/C(=C\c1ccc([N+](=O)[O-])o1)NC(=O)c1ccccc1	·	9	·	-10	-5	-1	0.4	-11	-17
COc1ccc(-n2ncc3c(NCC4CCCO4)ncnc32)cc1 (stereo not given)	·	4	·	3	4	1	2.7	3	8
S=C(NCCc1ccccc1)NN=C1CCCCCC1	-2	9	-1	-5	4	-5	0.5	-20	-5
CCOC(=O)c1cccc(S(=O)(=O)N2CCCC2)c1	-21	9	1	3	0	-8	0.4	0	-3
O=C(COc1ccccc1Cl)Nn1cnnc1	16	-1	3	-10	9	1	-0.2	1	-1
CCOc1cccc2cc(C(=O)NCCC3=CCCCC3)c(=O)oc12	25	3	-2	3	6	-3	0.2	-16	-12
O=C(NNc1nc2c(F)cccc2s1)c1ccccc1	-18	17	8	-3	8	-3	0.9	-17	-8
O=S(=O)(/C=C/c1cccc(Br)c1)N1CCOCC1	-14	2	3	-15	13	-2	1.2	-15	-11
CCOC(=O)N1CCN(C(=O)c2ccc(Cn3c(=S)[nH]c4cc(C(=O)OC)ccc4c3=O)cc2)CC1	-75	-2	-1	-17	10	-1	-0.9	-6	-8

An excerpt from above in order of SMILES length, rising:
SMILES	TAAR1 antagonist	CHO-K1 Ca PAM	TAAR1 ag	M1 antag	M1 PAM	M1 ag	CHO-K1 Ca ag	CHO-K1 Ca antag	CHO parental Ca
S=C(NCCc1ccccc1)NN=C1CCCCCC1	-2	9	-1	-5	4	-5	0.5	-20	-5
O=S(=O)(/C=C/c1cccc(Br)c1)N1CCOCC1	-14	2	3	-15	13	-2	1.2	-15	-11
CCOc1cccc2cc(C(=O)NCCC3=CCCCC3)c(=O)oc12	25	3	-2	3	6	-3	0.2	-16	-12
COc1ccc(OC)c(NC(=O)c2cccnc2Sc2cc(C)ccc2C)c1	-25	27	6	-4	6	-2	0.4	-8	-23
Cc1ccc(S(=O)(=O)N2CCCC(CCC(=O)NCc3ccccc3F)C2)s1 (stereo not given)	-22	17	5	-12	11	-5	2.8	-19	-24
COc1ccc(N(C(=O)c2snc(C(N)=O)c2N)C(C(=O)NCc2ccccc2)c2ccc(O)cc2)cc1OC (stereo not given)	-12	-5	0	-6	5	0	-0.3	-7	·

Next section.
SMILES	TAAR1 antagonist	CHO-K1 Ca PAM	TAAR1 ag	M1 antag	M1 PAM	M1 ag	CHO-K1 Ca ag	CHO-K1 Ca antag	CHO parental Ca
Cn1c(=O)c2c(nc(CN3CCCCC3)n2Cc2c(F)cccc2Cl)n(C)c1=O	-2	8	0	-26	21	-4	7.7	3	-3
COc1ccc(C2CC(=O)Nc3n[nH]c(-c4ccccc4)c32)cc1OC (stereo not given)	-4	-9	5	6	5	1	-0.4	-16	-1
CCOC(=O)c1[nH]c2ccc(OC)cc2c1NC(=O)c1nonc1C	-1	6	10	1	-22	-7	-0.6	-5	-35
CCOC(=O)c1[nH]c2c(c1C)C(=O)CC(c1ccc(N(C)C)cc1)C2 (stereo not given)	12	6	2	23	-18	-4	2.8	7	-9
O=C(COC(=O)c1ccccn1)Nc1cccc(Cl)c1Cl	2	16	5	-17	17	-1	0.4	-17	-6
Cc1cc(NC(=O)CSc2nc3ccc(Cl)cc3[nH]2)no1	4	15	19	-9	6	-1	2.1	-14	-18
CCCCC/C=N/NC(=O)c1[nH]c2ccc([N+](=O)[O-])cc2c1C	-15	11	0	1	-2	-2	3.8	-7	-3
COc1ccc(CNC(=O)CN2C(=O)COc3ccc(S(=O)(=O)N4CCCC4)cc32)cc1	-20	12	5	-14	7	-3	0.5	-7	-16
COc1cccc(NC(=S)N(CCCN2CCOCC2)Cc2cn(C)c3ccccc23)c1	2	19	5	-6	4	-9	1.0	-6	-22
COc1ccc2[nH]cc(CCNC(=O)C3CCCO3)c2c1 (stereo not given)	-9	6	1	-4	3	-1	-0.2	-2	-4
CCOC(=O)c1c(C)c(C(=O)NC2CCCCCC2)c(C)n1C	11	18	3	-12	13	-3	1.0	-22	·
O=c1cc(CO)oc(CN2CCC(Cc3ccccc3)CC2)c1O	-9	12	2	-26	6	-1	0.3	-6	11
CCc1nnc(NC(=O)c2ccc(Cl)nc2)s1	-12	8	4	-2	4	-4	9.1	-6	-26
O=C(COC(=O)CNS(=O)(=O)c1cccc(Br)c1)NC(=O)Nc1ccc2c(c1)OCCO2	15	10	11	-1	0	-5	2.1	-4	-10
Cc1cccc(N(C(=O)Cc2cccs2)C(C(=O)NC2CCCC2)c2ccsc2)c1 (stereo not given)	-18	22	6	-23	6	0	3.5	-20	·
Cc1ccc2c(c1)C(c1ccccc1)N(C(=O)CC(C)C)CC(=O)N2 (stereo not given)	-18	2	3	-3	4	-6	4.8	-1	-4
COc1ccc(N(CC(=O)NC(C)c2ccccc2)S(=O)(=O)c2c(C)noc2C)cc1 (stereo not given)	-10	15	-2	1	0	-5	0.2	-20	-23
Cc1cc(NC(=O)c2noc3c2CCCC3)no1	-9	-8	9	-12	9	-1	0.2	-5	1
CCCn1c(SCc2ccon2)nc2ccccc2c1=O	19	-1	4	-1	1	-4	4.3	-7	-26
COc1ccc(NC(=O)C2CCN(C(=O)c3ccco3)CC2)c(OC)c1	-7	-2	0	-13	14	3	0.3	-14	-13
CCOc1nc(NCc2ccco2)nc(Nc2ccc(OC)cc2)n1	-33	-6	-2	-3	0	-5	-0.4	12	-25
Cc1cc(-c2ccccc2)nn1-c1nc2c(c(=O)[nH]c(=O)n2C)n1C	-22	15	1	-6	6	1	0.2	-13	-6
Clc1ccccc1Nc1nc(-c2cccnc2)cs1	2	21	-4	-11	0	-7	-0.5	-17	-5
O=C(Cc1ccc(F)cc1)N(c1ccc(F)cc1)C1C=CS(=O)(=O)C1 (stereo not given)	-2	18	11	-5	8	-1	0.3	-16	-14
NC(N)=NS(=O)(=O)c1ccc(NC(=S)NC(=O)/C=C/c2cccs2)cc1	-2	-1	2	0	8	-6	0.4	-5	-3
COc1ccc(NC(=O)N2CCC(NC(=O)c3ccco3)CC2)cc1	-3	-5	14	-5	4	-1	0.0	9	-10
CCc1nc2ccc(C(=O)Nc3cccc(OCC(=O)N(C)C)c3)cn2c1N(C)C(=O)c1ccncc1	-9	10	0	-19	9	-2	0.7	-17	·
O=C(c1cccc(N2CCNC2=O)c1)N1CCCC(Nc2cccc(F)c2)C1 (stereo not given)	-13	3	1	-4	5	-2	0.5	-1	-9
Brc1ccc2nc(-c3ccco3)c(Cc3ccsc3)n2c1	-15	11	0	-28	2	-3	-0.3	-15	·
CCCCn1c(O)c2n(c1=O)Cc1ccccc1N=C2c1ccc(OC)cc1	-4	12	1	-15	-2	-5	1.0	-22	·
CC(C)COC(=O)C(C)Nc1n[nH]c(=S)[nH]c1=O (stereo not given)	1	9	8	-6	15	-1	-0.6	2	1
